From PubChem BioAssay
STK33 kinase inh: inhibitors of human STK33 kinase. inhibition, % at 10 µM. AID 2661. purified STK33, MBP phosphorylation, ADP-Glo luminescence. Q9BYT3. 320,000 tested, 0.073% active;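 active means inhibition at or above 25%, using the most active replicate where run in duplicate; inactive means inhibition below 25%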
Target sequence (Q9BYT3 whole entry, looked up): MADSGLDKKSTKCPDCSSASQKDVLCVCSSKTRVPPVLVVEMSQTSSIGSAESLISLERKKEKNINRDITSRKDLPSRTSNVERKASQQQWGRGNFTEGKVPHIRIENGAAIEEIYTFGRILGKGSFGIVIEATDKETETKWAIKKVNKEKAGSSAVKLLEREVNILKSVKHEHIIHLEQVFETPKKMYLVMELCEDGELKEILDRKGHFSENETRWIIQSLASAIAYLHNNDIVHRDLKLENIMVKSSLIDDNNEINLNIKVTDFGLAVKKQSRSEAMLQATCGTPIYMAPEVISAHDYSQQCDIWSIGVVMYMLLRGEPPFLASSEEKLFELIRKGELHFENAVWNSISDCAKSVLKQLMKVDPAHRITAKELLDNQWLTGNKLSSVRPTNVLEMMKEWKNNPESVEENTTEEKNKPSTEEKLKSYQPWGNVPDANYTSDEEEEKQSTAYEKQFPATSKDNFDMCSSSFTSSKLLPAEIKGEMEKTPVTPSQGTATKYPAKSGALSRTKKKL
CHT allo act: allosterically activates the human high affinity choline transporter | Q9GZV3 | CHT-expressing cells, membrane potential dye, choline EC20; stronger effect = higher value; LV-AA mutant CHT in HEK293 cells | B-score at 10 µM | 310,000 tested, 0.49% active;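 active means initial fluorescence not abnormally high and integrated response B-score, plate-corrected, over 3 SD above library mean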
Target sequence (Q9GZV3 whole entry, looked up): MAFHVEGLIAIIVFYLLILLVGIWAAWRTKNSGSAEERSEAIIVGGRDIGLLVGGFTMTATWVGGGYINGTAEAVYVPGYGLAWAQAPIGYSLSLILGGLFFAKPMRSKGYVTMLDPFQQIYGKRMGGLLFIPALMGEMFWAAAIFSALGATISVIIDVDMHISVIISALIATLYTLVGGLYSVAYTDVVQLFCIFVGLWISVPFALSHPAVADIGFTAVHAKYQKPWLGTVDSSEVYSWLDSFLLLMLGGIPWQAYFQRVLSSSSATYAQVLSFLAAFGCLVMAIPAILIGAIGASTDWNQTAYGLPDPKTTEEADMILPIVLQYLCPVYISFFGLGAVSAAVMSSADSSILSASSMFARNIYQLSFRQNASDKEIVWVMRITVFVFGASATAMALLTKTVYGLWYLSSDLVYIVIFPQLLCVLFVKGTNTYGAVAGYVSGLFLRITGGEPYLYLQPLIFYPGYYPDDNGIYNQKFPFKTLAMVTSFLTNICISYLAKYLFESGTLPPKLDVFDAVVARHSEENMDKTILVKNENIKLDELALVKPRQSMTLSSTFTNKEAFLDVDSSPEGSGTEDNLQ
CHT inh: inhibitors of human choline transporter CHT. Q9GZV3. CHT-expressing cells, membrane potential dye, choline response; stronger effect = lower value. B-score at 10 µM. 310,000 tested, 0.86% active;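 active means B-score over 3 SD under the library average, and starting fluorescence ratio not unusually high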;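 further: choline stimulus applied at its EC90 after an EC20 pre-addition; B-score computed on integrated fluorescence ratio after choline addition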
An asterisk follows results filed as active; i = inactive; nt = not tested or not shown.

Molecule | STK33 kinase inh | CHT allo act | CHT inh
CC(=O)N/C(=N/c1nc(C)cc(C)n1)Nc1ccc(F)cc1F | 1.1 | i | i
Cc1noc(C)c1COc1ccc(C(=O)NCCc2ccccn2)cc1 | -1.0 | i | i
CNC(=O)CSc1nnc(C2CC2)n1-c1ccccc1 | -1.5 | i | i
O=c1cc(CNCCCO)c2ccccc2[nH]1 | 5.5 | i | i
COC(=O)C1C(c2ccccc2)NC(=O)NC1(O)C(F)(F)Cl (stereo not given) | -0.6 | i | i
O=C(Nc1ccccc1)NC1CCN(Cc2ccccc2)CC1 | -0.6 | i | i
CCCn1c(CN2CCN(C)CC2)nc2ccccc21 | -1.2 | i | i
COc1cccc(NC(=O)c2ccc3c(c2)CCCC3)c1 | 4.6 | i | i
COC(=O)CN(c1cc(C(F)(F)F)ccc1Cl)S(C)(=O)=O | -1.6 | i | i
COc1ccc(-c2nnc(NC(=O)C3=COCCO3)o2)cc1 | -0.2 | i | i
O=P(O)(O)COc1ccccc1P(=O)(c1ccccc1)c1ccccc1 | -3.1 | i | i
CCSc1nnc(NC(=O)Cc2cccc(OC)c2)s1 | -1.5 | i | i
C=CCN1C(=O)c2ccc(C(=O)N3CCN(S(=O)(=O)c4cccc(F)c4)CC3)cc2C1=O | -0.8 | i | i
O/N=C(/CCc1ccccc1)c1ccc2c(c1)OCCO2 | 0.8 | i | i
CN(C)c1nc(N/N=C/c2c[nH]c3ccccc23)nc(N2CCOCC2)n1 | -1.6 | i | i
Cc1cc(N2CCN(C(c3ccccc3)c3ccccc3)CC2)n2ncnc2n1 | -0.6 | i | i
COCn1c(COc2ccccc2)nc2ccccc21 | 0.2 | i | i
COc1cccc(C(C(=O)NC(C)(C)C)N(CCC(C)C)C(=O)CCC(=O)Nc2cc(C)on2)c1OC (stereo not given) | -0.7 | i | i
O=C(N/N=C/c1c[nH]c2ccccc12)c1cc(-c2ccccc2)n[nH]1 | 1.3 | i | i
C[C@@]12C(=O)Nc3ccc(Br)cc3C(=O)N1[C@H]1c3cc(Cl)ccc3OC[C@@H]1[C@@H]2c1ccccc1 | 1.0 | i | i
CCCCNc1nc(-c2ccccc2)cc(C(F)(F)F)c1C(N)=O | 0.8 | i | i
CCOc1cccc(/C(O)=C2/C(=O)C(=O)N(CCOC)C2c2ccco2)c1 (stereo not given) | -0.1 | i | i
O=C(NCC1CCCO1)c1cccc(NC(=O)c2ccco2)c1 (stereo not given) | -0.9 | i | i
Cc1cc(C)c2nc3sc(C(=O)N4CCOCC4)c(N)c3cc2c1 | -3.0 | i | i
CCOC(=O)Cn1nc(C)c(NC(=O)COc2ccc([N+](=O)[O-])c(C)c2)c1C | -1.3 | i | i

Compound profiles, as listed above.
O=P(O)(O)COc1ccccc1P(=O)(c1ccccc1)c1ccccc1 in the list: STK33 kinase inh = -3.1; CHT allo act = i; CHT inh = i
CNC(=O)CSc1nnc(C2CC2)n1-c1ccccc1 in the list: STK33 kinase inh = -1.5; CHT allo act = i; CHT inh = i

Remaining list, next part:
Molecule | STK33 kinase inh | CHT allo act | CHT inh
Cc1ccccc1C(=O)N1CCC(C(=O)NCc2ccc(Cl)cc2)CC1 | -1.3 | i | i
Cc1ccc2oc(-c3ccccc3)nc2c1 | -0.1 | i | i
CCN1CCN(CCCNC(=O)c2cc3c(s2)-c2ccccc2OC3)CC1 | -0.5 | i | i
CCCOc1ccccc1C1CC(=O)Nc2cc3c(cc21)OCO3 (stereo not given) | -0.1 | 7.1* | i
CCOC(=O)c1ccc(NC(=O)COc2coc(CN3CCc4ccccc43)cc2=O)cc1 | -0.4 | i | i
CCN1C(=S)N[C@@H](CCc2ccccc2)[C@H](C(=O)OC)[C@H]1C | -0.5 | i | i
COCCNC(=O)C1CC(c2cccc(OC)c2)=NO1 (stereo not given) | 0.1 | i | i
CC1CN(CC(=O)Nc2ccccc2Sc2ccccc2)CC(C)O1 (stereo not given) | -2.1 | i | i
Cc1ccc(NC(=O)c2ccc(OC(=O)COc3ccc(Cl)c(C)c3)cc2)cc1 | 0.0 | i | i
COc1ccc2cc(C#N)c(N3CCN(Cc4nnnn4CCC(C)C)CC3)nc2c1 | 4.6 | i | i
COc1ccc(C(=O)NCc2nnc(SCC(=O)NC3CCCCC3)n2C)cc1 | -0.7 | i | i
CCOc1cc(CN2CCN(c3cccc(C(F)(F)F)c3)CC2)ccc1O | -0.5 | i | i
Cc1cccc(-n2nc3c(c2NC(=O)c2cc4ccccc4o2)CS(=O)(=O)C3)c1 | 0.3 | i | i
Cc1ccc(N2CC(C(=O)Nc3ccc(S(=O)(=O)NCC4CCCO4)cc3)CC2=O)cc1 (stereo not given) | -1.7 | i | i
COc1cc(OC)c(C2=NOC(C(=O)NCc3ccc4c(c3)OCO4)C2)cc1Cl (stereo not given) | -1.4 | i | i
CC(C)OC(=O)CSc1nc2ccccc2s1 | -0.6 | i | i
Clc1cnc(N/N=C/c2ccco2)c(Cl)c1 | -1.3 | i | i
O=C(NCc1ccccc1)N1CCN(c2ccc(Cl)c(Cl)c2)CC1 | -0.9 | i | i
CCCC(C)C(=O)Nc1nc(C)c(-c2csc(Nc3cc(Cl)ccc3C)n2)s1 (stereo not given) | -0.8 | i | i
COc1ccc(-c2cc(=O)[nH][nH]2)cc1OC | 0.0 | i | i
CCN(C(=O)CSc1nnc(-c2cccs2)o1)C1CCS(=O)(=O)C1 (stereo not given) | -0.6 | i | i
COc1ccc(OC)c(C2C3=C(N=c4s/c(=C\c5cccc(O)c5)c(=O)n42)c2ccccc2CC3)c1 (stereo not given) | 0.9 | i | i
CC(=O)N/C(=N/c1nc(C)cc(C)n1)Nc1cc(C)cc(C)c1 | -0.8 | i | i
Cc1nc([N+](=O)[O-])cn1CC(=O)Nc1ccc([N+](=O)[O-])cc1 | -1.6 | i | i
CCOC(=O)c1c(NC(=O)CSc2nnc(CNc3ccc(OC)cc3)n2C)sc(C)c1C | 1.7 | i | i

(list continues)
Value order: STK33 kinase inh	CHT allo act	CHT inh
- CN1CCN(C(=O)/C(=C/c2cccs2)NC(=O)c2cccs2)CC1
 : -0.6	i	i
- C=CCn1c(C)cc(/C([O-])=C(/C(=S)Nc2ccc(OC(F)F)cc2)[n+]2ccc(N(C)C)cc2)c1C
 : 0.8	i	i
- COc1ccc(Cl)cc1NC(=S)NNC(=O)c1cccnc1
 : -0.9	i	i
- COc1cc2c(cc1CN1CCN(C(=O)c3cc(OC)c(OC)c(OC)c3)CC1)OCO2
 : -0.2	i	i
- CC1(C)OC(=O)C(=Cc2ccc(-c3ccc(Cl)c(C(=O)O)c3)o2)C(=O)O1
 : -0.8	i	i
- COC(=O)c1ccc(C(=O)OC)c(NC(=O)COC(=O)CCOc2ccc(C)cc2)c1
 : -0.9	i	i
- COc1ccc2c(c1)O[C@@]1(CCCC[C@@H]1C)CC2=O
 : 0.4	i	i
- COc1ccc(CC(=O)N2CCC3(CC2)NCCc2[nH]cnc23)cc1
 : -1.6	i	i
- CCN(CC)Cc1c(C(=O)N/N=C/c2ccco2)nnn1-c1nonc1N
 : -1.1	i	i
- Cn1cccc1Cc1nnc(SCC(=O)Nc2ccccc2F)n1-c1ccc(F)cc1
 : 0.3	i	i
- O=C(Nc1ccccc1OC(F)F)c1ccc(F)cc1
 : -0.9	i	i
- CCOC(=O)C1CCN(C(=O)CN(c2cccc(C(F)(F)F)c2)S(C)(=O)=O)CC1
 : -3.1	i	i
- CCOC(=O)C1=C(C)N=C2c3ccccc3C(=O)C2C1c1ccc(C)cc1 (stereo not given)
 : -2.6	i	i
- CC(CN1C(C)CCCC1C)OC(=O)c1ccccc1F (stereo not given)
 : -0.8	i	i
- O=C(COc1cccnc1[N+](=O)[O-])Nc1ccc(N2CCOCC2)cc1
 : -2.0	i	i
- Cc1ccc(CNC(=O)C2(C(F)(F)F)C/C(=C\Cc3ccccc3)CCCO2)o1 (stereo not given)
 : -0.3	i	i
- COc1ccc(CC(=O)Nc2ccc(N3CCCC3)c(C)c2)cc1
 : -2.4	i	i
- Nn1c(SCC(=O)Nc2ccccc2F)nnc1-c1cccnc1
 : 0.2	i	i
- O=C(c1ccc(S(=O)(=O)N2CCCCC2)cc1)N1CCc2ccccc2C1
 : -1.2	i	i
- CN(C)/C=N/C(=S)Nc1ccc(Cl)cc1
 : 0.1	i	i
- Cc1c(C(=O)c2ccc(Br)cc2)c(=O)n(C)c(=O)n1C
 : -0.5	i	i
- COc1ccccc1NC(=O)Cc1coc2cc(C)ccc12
 : -1.1	i	i
- Cc1ccc(NC(=O)Cc2ccsc2)cc1Cl
 : -1.6	i	i
- O=C(Nc1cccc(C(F)(F)F)c1)C12CC3CC(CC(C3)C1)C2
 : -1.1	i	i
- COc1ccc(C(=O)CCNc2ccc(C)c(Cl)c2)cc1
 : 1.3	i	i
- COc1ccc(Cc2nnc(SC(C)C(=O)Nc3ccc(C(N)=O)cc3)o2)cc1 (stereo not given)
 : -0.9	i	i
- Cc1[nH]n(C(N)=S)c(=O)c1N=Nc1ccc(S(=O)(=O)N2CCCC2)cc1
 : 3.0	i	i
- O=C(c1cccs1)N1CCCC(c2nc3c(nnn3Cc3cccc(Cl)c3)c(=O)[nH]2)C1 (stereo not given)
 : 0.3	i	i
- CCOC(=O)c1sc(NC(=O)C(CC)OC(=O)c2ccco2)nc1C (stereo not given)
 : -0.4	i	i
- CN(C)/N=C/c1ccc(/C=N/NC(N)=S)o1
 : 0.5	i	i
- O=C(N/C(=C/c1ccc(Cl)cc1)C(=O)N1CCOCC1)c1ccccc1
 : -1.2	i	i
- CCOC(=O)c1cc(C)sc1/N=C/C1C(=O)CC(C)(C)CC1=O
 : -2.8	i	i
- Cc1ccc(N(CC(=O)NC(C)(C)C)C(=O)CNC(=O)c2cccs2)cc1C
 : 0.2	i	i
- O=C(c1ccccc1F)N(Cc1cccs1)C1CCS(=O)(=O)C1 (stereo not given)
 : -1.5	i	i
- Cc1[nH]n(-c2ccc([N+](=O)[O-])cc2)c(=O)c1C=NCCN1CCN(C(=O)c2ccccc2F)CC1
 : -0.9	i	i
- COc1cc(NC(=O)COc2cccc(OC)c2)cc(OC)c1
 : -0.2	i	i
- CN1CCN(c2nc3ccccn3c(=O)c2C=C(C#N)C#N)CC1
 : -0.8	i	i
- CN(C(=O)/C=C/c1ccccc1)C1CCS(=O)(=O)C1 (stereo not given)
 : -0.9	i	i
- Cc1occc1C(=O)NCc1ccccn1
 : -1.0	i	i
- O=C(N[C@@H](Cc1c[nH]c2ccccc12)C(=O)O)C1CCN(S(=O)(=O)c2ccc(Cl)cc2)CC1
 : -0.5	i	i
- COc1ccc(NC(=O)C(CC(C)C)NC(=O)C2CCC(C)CC2)c(OC)c1 (stereo not given)
 : -0.9	i	i
- CCN(CC)S(=O)(=O)c1ccc(N2CCOCC2)c(NC(=O)c2cccc3ccccc23)c1
 : -0.7	i	i
- O=C(Nc1ccc(N2CCOCC2)cc1N1CCOCC1)c1cccc([N+](=O)[O-])c1
 : -0.4	i	i
- CCOc1ccc2[nH]c3c(NCCN(C)C)ncnc3c2c1
 : 0.5	i	i
- O=C(NC(=S)NC1C2CC3CC(C2)CC1C3)c1ccccc1 (stereo not given)
 : -1.2	i	i
- O=C(NCC1OCCc2ccccc21)c1ccc(NC(=O)c2ccccc2Cl)cc1 (stereo not given)
 : nt	i	i
- Cc1c(C(=O)NCCS(=O)(=O)N2CCN(c3ccccc3F)CC2)cccc1[N+](=O)[O-]
 : 0.0	i	i
- C#CCNc1c2c(nc3ncnn13)CC(C)CC2 (stereo not given)
 : -1.2	i	-5.2*
- O=C(c1ccc(F)cc1)N1CCC2(CC1)NCCc1[nH]cnc12
 : -1.8	i	i
- CCOC(=O)CNC(=O)c1cc(C)oc1C
 : 0.3	i	i
- CC(Sc1nc(-c2ccccc2)cc(C(F)(F)F)n1)C(=O)NCCN1CCOCC1 (stereo not given)
 : -0.1	i	i
- Cc1ccc(-n2nnnc2-c2cccc(C)c2)cc1
 : -1.1	i	i
- O=C1/C(=C/c2cccs2)SC(=S)N1CCC(=O)N1CCCCC1CCO (stereo not given)
 : 1.6	i	i
- Cc1cccc(C)c1OCC(=O)NCc1ccccc1
 : -1.2	i	i
- CCOc1ccc(-c2cc(CCCC(=O)Nc3cccc(OC)c3)no2)cc1
 : 0.2	i	i
- COc1ccc2nc(C(F)(F)Cl)c(C#N)c(N)c2c1
 : 6.5	i	i
- Cc1cccc(N2CCN(C(=O)c3cc4ccccc4oc3=O)CC2)c1C
 : 0.2	i	i
- CC(C(=O)O)N(C(=O)c1ccccc1)c1ccc(F)cc1 (stereo not given)
 : -1.2	i	i
- COc1ccc(CCNC(=O)Cn2c(-c3nonc3N)nc3ccccc32)cc1OC
 : -1.3	i	i
- CC(C)(C)C(=O)Nc1ccc(S(=O)(=O)N2CCCC2)cc1
 : -1.5	i	i
- CCCCC1OC2(C)OC(=N)C1(C#N)C(C#N)(C#N)C2c1ccccc1 (stereo not given)
 : -2.7	i	i
- COCCOC(=O)c1c(NC(=O)CNC2CCCc3ccccc32)sc(C(N)=O)c1C (stereo not given)
 : 0.0	i	i

As entered above:
STK33 kinase inh with COCn1c(COc2ccccc2)nc2ccccc21 = 0.2
STK33 kinase inh with O=C(c1cccs1)N1CCCC(c2nc3c(nnn3Cc3cccc(Cl)c3)c(=O)[nH]2)C1 (stereo not given) = 0.3
STK33 kinase inh with CCOC(=O)Cn1nc(C)c(NC(=O)COc2ccc([N+](=O)[O-])c(C)c2)c1C = -1.3
STK33 kinase inh with Cc1occc1C(=O)NCc1ccccn1 = -1.0

3 entries out of the list, sorted by SMILES length, lowest first.
Value order: STK33 kinase inh	CHT allo act	CHT inh
- O=C(NC(=S)NC1C2CC3CC(C2)CC1C3)c1ccccc1 (stereo not given)
 : -1.2	i	i
- O=C(c1ccccc1F)N(Cc1cccs1)C1CCS(=O)(=O)C1 (stereo not given)
 : -1.5	i	i
- CCN1C(=S)N[C@@H](CCc2ccccc2)[C@H](C(=O)OC)[C@H]1C
 : -0.5	i	i
